High-throughput results deposited in PubChem by several laboratories.
HTR2A ag – mouse Htr2a agonists via beta-arrestin recruitment, primary screen, cell-based, luminescence; activation, % at 7.6 µM; AID 624169, 2012; CHO-K1 mHTR2A beta-arrestin complementation; percent of 30 µM serotonin response; actives 0.66% (n = 360,000); 5-hydroxytryptamine receptor 2A (Mus musculus), P35363;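 active means activation above a run cutoff, the mean activation of all tested compounds plus 3 SD, cut at about 14% in these data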;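 further: 0% = plate median of compound wells and 100% = 30 µM serotonin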
ABHD5 PLIN5 PPI – ABHD5-PLIN5 interaction inhibitors, primary screen, cell lysate, split luciferase complementation, luminescence; Perilipin-5 (Homo sapiens) + 1-acylglycerol-3-phosphate O-acyltransferase ABHD5 (Homo …; Split G. princeps luciferase complementation, 4 h; inhibition, % at 4 µM; actives 0.78% (n = 360,000); AID 602281, 2012;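 active means inhibition above the mean inhibition across every tested compound plus 3 SD, cut at about 22% in these data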;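 further: 0% = DMSO only wells and the 100% control is not disclosed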
NCOA2 inhibitor – inhibition of GAL4-SRC2 driven luciferase reporter, primary screen, SRC2 inhibitor project, cell-based, luminescence | HEK293 GAL4-SRC2 luciferase reporter | actives 0.17% (n = 370,000) | inhibition, % at 9 µM;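 active means inhibition above the mean inhibition of all tested compounds plus 3 SD, set per campaign, cut at about 52% in these data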;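 further: 0% = DMSO treated cells and 100% = cells given Gossypol at 36 µM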
TLR9-MyD88 block – inhibitors of TLR9-MyD88 association in cells, primary screen, cell-based, CHO, BLA complementation, fluorescence; Toll-like receptor 9 (Homo sapiens) + Myeloid differentiation primary response protein …; CCF4 FRET ratio; inhibition, % at 4.98 µM; actives 0.21% (n = 340,000); AID 504734, 2011;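 active means inhibition above the mean over all tested compounds plus 3 SD, cut at about 21% in these data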;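 further: 0% = DMSO only wells and 100% = clavulanate BLA inhibitor control wells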
ABCB6 inh 2 – ABCB6 transporter inhibitors, primary screen, K562-ABCB6 cells, flow cytometry, MLPCN library. ATP-binding cassette sub-family B member 6 (Homo sapiens), Q9NP58. K562-ABCB6 porphyrin accumulation, 1 h; hits give low values. fluorescence ratio to DMSO, % at 10 µM. actives 0.19% (n = 360,000);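 active means fluorescence ratio to DMSO below 75%, the collection mean minus 3 SD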;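 further: signal is porphyrin accumulated inside mitochondria; 100% equals median channel fluorescence of DMSO control wells; lower ratio means ABCB6 inhibition with less porphyrin fluorescence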
Target sequence (Q9NP58 whole entry, looked up): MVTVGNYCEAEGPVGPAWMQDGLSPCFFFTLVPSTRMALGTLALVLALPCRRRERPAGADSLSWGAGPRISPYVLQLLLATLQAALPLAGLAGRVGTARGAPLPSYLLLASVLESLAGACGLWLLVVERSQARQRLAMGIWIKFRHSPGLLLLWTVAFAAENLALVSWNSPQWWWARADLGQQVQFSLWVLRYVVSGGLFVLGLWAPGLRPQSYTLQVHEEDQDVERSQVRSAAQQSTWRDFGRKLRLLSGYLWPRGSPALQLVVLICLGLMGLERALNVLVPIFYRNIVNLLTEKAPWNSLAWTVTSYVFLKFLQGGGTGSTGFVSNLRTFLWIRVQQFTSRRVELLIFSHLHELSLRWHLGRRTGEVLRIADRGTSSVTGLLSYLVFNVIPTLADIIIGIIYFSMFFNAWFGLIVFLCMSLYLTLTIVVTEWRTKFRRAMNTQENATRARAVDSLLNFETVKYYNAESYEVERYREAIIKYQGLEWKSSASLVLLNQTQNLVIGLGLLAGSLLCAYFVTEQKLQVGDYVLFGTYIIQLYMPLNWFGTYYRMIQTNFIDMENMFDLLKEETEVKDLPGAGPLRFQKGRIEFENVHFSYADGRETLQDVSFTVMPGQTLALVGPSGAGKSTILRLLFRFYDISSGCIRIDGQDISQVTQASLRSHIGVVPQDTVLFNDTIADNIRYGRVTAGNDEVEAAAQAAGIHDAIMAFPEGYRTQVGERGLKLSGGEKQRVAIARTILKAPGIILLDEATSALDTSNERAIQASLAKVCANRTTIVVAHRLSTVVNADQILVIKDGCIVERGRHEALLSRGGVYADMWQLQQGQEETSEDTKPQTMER
Glyco luc inh – increase of ERlucT glycosylation luciferase signal, primary screen, N-linked glycosylation inhibitor project, D54 ERlucT cells, luminescence, set 2; D54 ERlucT glycosylation luciferase reporter, 24 h; percent of 100 nM tunicamycin response; reporter increase, % at 12.5 µM; actives 0.23% (n = 360,000); AID 588692, 2011;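 active means mean luciferase reporter signal, scaled so untreated is 0 and the glycosylation-blocking control 100, at or above a set limit in every replicate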;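 further: luciferase carries N-glycosylation sites so blocking glycosylation raises the light; 0% = median of neutral control wells and 100% = median of 100 nM tunicamycin wells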
MC4R antag cAMP – MC4R antagonists of cAMP signaling, primary screen, cell-based, TR-FRET, antagonist arm of biased-ligand search. MC4R-expressing cells, MTII-stimulated cAMP, LANCE TR-FRET. inhibition, % at 6.5 µM. actives 0.48% (n = 360,000);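 active means inhibition above its plate's cutoff, the mean of tested wells on that plate plus 3 SD, cut at about 29% in these data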;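 further: 0% = Melanotan II alone and 100% = Melanotan II plus saturating MCL0020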
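Assay system: U2OS-MC4R stable cell line; Also added: Melanotan II; Technique: Eu-cAMP/anti-cAMP TR-FRET, emission 671 nm; Times: 30-min compound, 1-h challenge, 1-h detection, room temperature.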
MC4R barr agon – MC4R agonists recruiting beta-arrestin, primary screen, cell-based, luminescence, agonist arm of biased-ligand search | AID 540308, 2011 | activation, % at 8.9 µM | actives 0.98% (n = 360,000) | U2OS MC4R beta-arrestin complementation; percent of melanotan II response, DMSO zero | Melanocortin receptor 4 (Homo sapiens), P32245;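 active means activation above a per-plate cutoff, the mean activation of sample wells on that plate plus 3 SD, cut at about 8% in these data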
H9c2 protect – cardioprotection against H2O2-induced cell death, primary screen, uHTS, H9c2 cells, ATPLite luminescence | AID 588492, 2011 | H9c2 cardiomyocytes, H2O2 injury protection, 2 h | actives 0.63% (n = 360,000) | protection from H2O2 cell death, % at 20 µM;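 active means compounds giving at least 50% protection of heart cells from peroxide-induced death in the single-dose screen, raw or plate-pattern-corrected value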;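 further: 0% = DMSO wells with peroxide and 100% = DMSO wells without peroxide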
NOD2 RIPK2 PPI – NOD2-RIPK2 binding disruptors in cells, primary screen, fluorescence, CHO cells, BLA complementation; CCF4 ratio; AID 624267, 2012; inhibition, % at 4.98 µM; actives 0.38% (n = 360,000); in the data active means inhibition above about 21%;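 further: 0% = vehicle only and 100% = reference blocker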
Starred values were filed as active, the others as inactive; . = not tested or not shown. Some of the compounds tested; rates above refer to the full screens.

SMILES | HTR2A ag | ABHD5 PLIN5 PPI | NCOA2 inhibitor | TLR9-MyD88 block | ABCB6 inh 2 | Glyco luc inh | MC4R antag cAMP | MC4R barr agon | H9c2 protect | NOD2 RIPK2 PPI
Fc1ccccc1CNC(=S)Nc1cccc(C(F)(F)F)c1 | 3 | -4 | 5 | 5 | 97 | -2 | 0 | 2.9 | -11 | 6
N#CCCCCN1CCCC1 | 6 | 0 | 12 | -12 | 97 | 1 | 4 | 0.5 | 0 | 6
Cc1cc(C(=O)COC(=O)C2=NNC(=O)CC2)c(C)n1-c1ccc(OC(F)F)cc1 | 0 | 2 | 5 | -9 | 128 | -2 | 6 | 2.0 | -2 | -8
COc1ccc(CN=C(NS(=O)(=O)c2cccs2)SC)cc1 | -1 | 0 | 7 | -6 | 103 | 1 | 3 | -0.1 | -7 | -6
CCOc1ccc(-c2cc(C(=O)NCCCN3CCCC3)c3ccccc3n2)cc1 | -7 | 2 | -42 | -5 | 96 | -3 | 10 | 0.0 | -5 | -13
CCCCn1cnc2c(SCc3ccccc3)nc(N)nc21 | 2 | 0 | -32 | -5 | 97 | -3 | 6 | -0.8 | -7 | 0
COCCCN(C(=O)c1cc2c(s1)CCCCC2)c1c(N)n(Cc2ccccc2)c(=O)[nH]c1=O | 8 | -7 | 2 | -5 | 100 | -3 | 7 | 0.5 | 7 | -5
CCOC(=O)C1CCN(S(=O)(=O)CCNC(=O)c2ccccc2)CC1 | -7 | 3 | -20 | -5 | 98 | -1 | 5 | -2.7 | 2 | -2
CC1(C)NC(=O)N(CC(O)CN(c2cccc([N+](=O)[O-])c2)S(=O)(=O)c2ccccc2)C1=O (configuration not stated) | -9 | -2 | -22 | -1 | 88 | 1 | 6 | -3.0 | 1 | -1
C[C@@H]1CN([C@@H](C)CO)C(=O)c2cc(NC(=O)C3CCCCC3)ccc2O[C@@H](C)CCCCO[C@H]1CN(C)S(=O)(=O)c1ccc(Cl)cc1 | 3 | -3 | -38 | 3 | 103 | -4 | 28 | 0.6 | 2 | 0
COc1ccc(S(=O)(=O)N/N=C\c2ccc3c(c2)OCO3)cc1 | 1 | -1 | . | -7 | 99 | 0 | 8 | 0.3 | -3 | -5
Cc1cc(C(=O)N2CCC(C(=O)O)CC2)c(C(F)(F)F)o1 | -1 | 8 | -25 | 2 | 94 | 2 | 1 | -0.2 | -5 | 5
COc1cc(/C=C/C(=O)NCCc2ccc(S(N)(=O)=O)cc2)ccc1OCC#N | -2 | 4 | 22 | 7 | 93 | 1 | 4 | 1.7 | 9 | -6
Cc1ccc(C)c(OCCC(=O)OCC(=O)N2CCN(c3ccccc3)CC2)c1 | 1 | 13 | 5 | -7 | 95 | 1 | 4 | 3.8 | 0 | 0
COc1cc(/C=N/n2c(-c3ccccc3)n[nH]c2=S)ccc1O | 4 | -3 | -15 | -16 | 102 | -3 | 11 | -0.8 | 4 | -9
CCCC(=O)N1c2ccccc2C(N(C(C)=O)c2ccccc2)CC1C (configuration not stated) | 6 | 7 | -6 | -1 | 103 | -2 | -1 | 3.3 | 8 | -5
CC(=O)NC(Cc1cc(C)ccc1C)C(=O)N1CCN(C(=O)Nc2ccc(C(C)=O)cc2)CC1 (configuration not stated) | 4 | 0 | -12 | 6 | 102 | 1 | 1 | 0.4 | 7 | -18
O=C(CN1C(=O)c2cccnc2Oc2ccc(Cl)cc21)NCCc1ccccc1 | 2 | 6 | -42 | 5 | 96 | 0 | 8 | -3.3 | 4 | 6
COc1ccc([N+](=O)[O-])cc1NCc1ccccc1 | 3 | 2 | -113 | 5 | 101 | 5 | -4 | -0.1 | -9 | 5
CCN(CC)CCCNC(=O)c1oc2ccc(S(=O)(=O)N3CC(C)CC(C)C3)cc2c1C (configuration not stated) | -2 | 0 | -15 | 3 | 95 | -6 | 16 | -2.1 | 0 | -4
O=C(Nc1cc([N+](=O)[O-])ccc1F)C1CCN(S(=O)(=O)c2cccs2)CC1 | 3 | 5 | 4 | 6 | 97 | -2 | 10 | 0.2 | -5 | 15
CCOC(=O)/C(O)=C/c1ncc(C(F)(F)F)cc1Cl | -1 | 4 | 20 | -7 | 98 | 0 | -1 | -0.6 | 25 | -3
CCOc1ccccc1CN1CCNC(=O)C1CC(=O)N(C)CCc1ccccn1 (configuration not stated) | -2 | -4 | 0 | -9 | 97 | 3 | -4 | -2.0 | 0 | 0
CC(C)Cn1c(N)c(C(=O)NCC2CCCO2)c2nc3ccccc3nc21 (configuration not stated) | 4 | -27 | 1 | -10 | 106 | -1 | -5 | 1.3 | 31 | -5
Cn1c(=O)c2c([nH]c(=O)n2C)n(C)c1=O | 3 | 7 | -18 | 5 | 105 | 1 | 5 | -0.3 | -2 | -5
CCC1(C(=O)c2ccccc2)C(c2ccc([N+](=O)[O-])cc2)C1(C(=O)OC)C(=O)OC (configuration not stated) | 2 | -2 | -10 | 9 | 102 | 0 | 1 | -0.5 | -2 | 4
CCOc1ccc(C(c2c(NC(=O)c3ccco3)sc(C)c2C)N2CCOCC2)cc1 (configuration not stated) | 2 | -13 | 9 | 7 | 101 | -6 | 10 | 0.3 | -14 | -6
CC(C)CNS(=O)(=O)c1ccc(OCC(=O)NCc2ccco2)cc1 | -1 | 4 | 8 | -2 | 100 | 0 | 6 | -1.4 | -3 | -1
CN(C)N=Nc1ccc(S(=O)(=O)NC(=O)Cc2ccccc2)cc1 | -1 | 1 | -6 | -6 | 101 | 2 | -8 | -1.8 | -5 | -13
CCOC(=O)Nc1cc(OCC)c(NC(=O)C2CC2)cc1OCC | 1 | 0 | 6 | -6 | 106 | 2 | -4 | -1.8 | 0 | -2
COc1ccccc1NS(=O)(=O)c1ccc(C(=O)NCCCn2ccnc2)cc1 | 0 | 11 | -23 | -1 | 97 | 0 | 6 | -1.6 | -5 | 4
C/C(Sc1nnc(Cc2ccccc2)o1)=C(\O)c1ccccc1 | -1 | -11 | 11 | -4 | 102 | 0 | 10 | 0.1 | 9 | -5
Cc1ccc2c(c1)c(C1=NC(=S)NC1=O)c(O)n2C | 2 | 6 | -5 | 1 | 109 | 6 | -1 | 2.3 | -3 | -9
O=C(N/N=C/c1cc([N+](=O)[O-])ccc1N1CCCCCC1)c1ccccn1 | -3 | 4 | -26 | 1 | 97 | 1 | 2 | -2.6 | 10 | -23
Cn1c(SC(C(=O)Nc2ccc(F)cc2)c2ccccc2)nc2ccccc21 (configuration not stated) | -1 | -11 | 8 | -9 | 99 | -5 | 11 | 2.4 | -2 | 5
Cn1cccc1CNC1CCCCC1 | -3 | -3 | -2 | 2 | 90 | -1 | 8 | 0.6 | 1 | 4
O=C(/C=C/c1ccc(Cl)cc1)NCCCN1CCOCC1 | -1 | 3 | -9 | 0 | 96 | -2 | 0 | -1.1 | -3 | 7
Cc1cccc(C(=O)Nc2scc(CC(C)C)c2C(=O)O)c1 | 4 | -3 | 0 | -9 | 104 | 3 | 2 | -3.0 | -8 | 4
C=CCN(CC=C)CCOc1ccc(OC(C)C)cc1 | -6 | -8 | 15 | 5 | 87 | 0 | 5 | -1.9 | 0 | -3
Cc1ccc2nc(-c3ccccc3)oc(=O)c2c1 | -1 | 13 | -17 | -1 | 101 | 0 | -7 | -0.4 | -4 | -7
Cc1ccc(NC2c3ncccc3C(=O)N2C2CCCCC2)cc1C (configuration not stated) | 2 | 2 | -29 | -8 | 103 | 1 | 12 | 2.5 | 4 | -6
CCOC(=O)[C@]12CCCC=C1N(Cc1cccc3ccccc13)C(=O)[C@H](CC(=O)N1CCCCC1)C2 | -6 | 0 | 9 | . | 100 | . | . | . | . | -1
CC(C)=CCC/C(C)=C/CNC(=O)C[C@H]1C[C@H](C(=O)N2CCCCC2)[C@@]2(C)c3[nH]c4cc(-c5ccco5)ccc4c3CCN2C1=O | 2 | 9 | 2 | -11 | 96 | -5 | 13 | -0.7 | -14 | 1
COc1ccccc1NS(=O)(=O)c1cc2c3c(c1)CCN3C(=O)CC2 | 7 | 14 | -1 | 10 | 99 | 5 | 4 | 2.2 | -2 | -13
CNC(=O)c1cc2ccccc2o1 | 10 | -4 | 3 | -3 | 96 | 1 | -3 | -1.0 | 8 | -4
Cc1ccc(NC(=O)CN(C)C(=O)Cn2ncc(Cl)c(Cl)c2=O)cc1 | 4 | 7 | -27 | 16 | 99 | -16 | 30* | -0.7 | -12 | 25*
CCOC(=O)C1(C)CCCN(C(=O)c2cc(C#N)cs2)C1 (configuration not stated) | -3 | -1 | 6 | . | 109 | 3 | 3 | -1.0 | 0 | 1
CC1(C)Cc2c(C#N)c(NCCc3ccccc3)nc(-c3ccco3)c2CO1 | 0 | 14 | -9 | -3 | 111 | -1 | 10 | -0.5 | -16 | -10
Cn1c(=O)c2c(ncn2CC(=O)N2CCN(c3ccc(F)cc3)CC2)n(C)c1=O | 1 | -4 | -14 | -7 | 103 | 1 | 6 | -0.2 | 13 | -5
CCOC(=O)C1CCN(C(=O)N(CC)CC)CC1 | 4 | 3 | -7 | 3 | 98 | 0 | 5 | -1.0 | 10 | 0
O=C(CCc1c[nH]c2ccccc12)NCCc1ccc2c(c1)OCCO2 | -2 | -2 | -6 | 2 | 99 | -2 | 7 | -1.9 | -1 | 13
O=P1(O)C=C(c2ccccc2)NC(c2ccccc2)=C1 | 1 | -1 | 7 | 4 | 98 | 2 | 14 | -1.8 | 2 | -6
C#CCCC(=O)c1ccccc1/C=[N+](\[O-])c1ccccc1 | -2 | -3 | 5 | -6 | 100 | 1 | 2 | -2.3 | -1 | -14
NC(=O)c1c(NC(=O)CSc2nnc(-c3ccccc3)n2CC2CCCO2)sc2c1CCC2 (configuration not stated) | -4 | 0 | 17 | -3 | 91 | -1 | 19 | -3.1 | 8 | -2
O=S(=O)(c1cccc2nsnc12)N1CCOCC1 | -1 | 2 | 6 | -4 | 105 | 0 | 1 | -2.1 | 11 | -5
O=C(COC(=O)c1cc[n+]([O-])cc1)Nc1ccc(Cl)cc1[N+](=O)[O-] | 6 | -2 | 11 | -2 | 96 | -1 | 6 | 0.2 | 0 | -8
